SR-BI DiI-HDL act: enhances SR-BI lipid uptake from DiI-HDL; CHO ldlA[mSR-BI] cells, DiI-HDL uptake fluorescence, 3 h; 100 = double the neutral-control signal; activation, % at 12.5 µM; 320,000 tested, 0.096% active;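 active means mean replicate activation of at least 60% and every replicate at or above 60%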;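 further: 0% = median plate neutral-control signal and 100% = twice that signal; values of inactives mirror those of a sister screen read the other way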
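system = CHO ldlA[mSR-BI] cells, LDL receptor-null, SR-BI overexpressing | medium = Ham's F12 with 0.5% BSA, HEPES 25 mM, pH 7.4 | probe or stimulus = DiI-HDL 10 µg/mL | compound dosing = single-point compound dose | incubation = compound exposure 3 h, 37 °C | technique = DiI fluorescence, bottom read | read-out = cell-associated DiI fluorescence as measure of HDL uptake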
Arr AP2 block: human beta-arrestin and AP2 interaction inhibition. 340,000 tested, 0.31% active. FITC-arrestin peptide / GST-AP2 beads, flow cytometry; AP2 beta2 appendage carries R879A mutation. inhibition, % at 10 µM;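 active means inhibition above a set limit, near 3 SD of compounds lacking own fluorescence, cut at about 54% in these data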;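 further: plate controls were DMSO wells for no effect and 5 µM unlabelled arrestin peptide for full effect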
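System: GST-AP2 R879A glutathione beads; medium: PBS, Tween 20 0.05%, BSA 0.1%; reagent: fluorescein-tagged arrestin peptide at 50 nM final; schedule: pre-incubation 12 min, peptide binding 1 h, room temperature; detection: flow cytometry, FL1 (488/535 nm); read-out: inhibition as reduced fluorescein signal on beads, percent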
SR-BI DiI inh: mouse SR-BI HDL lipid transfer inhibition; Q61009; ldlA[mSR-BI] CHO cells, DiI-HDL uptake fluorescence, 3 h; inhibition, % at 12.5 µM; 320,000 tested, 0.96% active; AID 488896;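 active means mean replicate inhibition of at least 70% and a set share of replicates each scoring 70 or more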;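 further: 0% = median of neutral control wells and 100% = median of positive control wells; values of inactives mirror those of a sister screen read the other way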
NSD2 HMT inh: blocks human histone methyltransferase NSD2; NSD2 peptide methylation, AlphaScreen, 120 min; 310,000 tested, 0.54% active; inhibition, % at 12.5 µM; O96028; in the data active means inhibition above about 50%
dFosB activator: enhances mouse delta FosB homodimer DNA binding; P13346; purified delta FosB, TAMRA-CDK5 oligo fluorescence polarization; percent of positive-control signal above neutral wells; activation, % at 25 µM; 340,000 tested, 0.99% active; AID 493131;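 active means mean activation above about 17%, with every replicate also reaching it, limit read from the data, passing the limit was not always enough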;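 further: fluorescence polarization rise as delta FosB binds a TAMRA Cdk5 AP-1 oligo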
CDK5 p35 inh: blocks human CDK5/p35 kinase activity | Q00535+Q15078 | Recombinant CDK5/p35, ADP-Glo luminescence, 60 min | inhibition, % at 10 µM | 330,000 tested, 0.01% active;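 active means highest replicate inhibition of at least 50% and at least 75% of replicates reaching 50%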;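 further: plate controls were DMSO neutral control for no effect and GW8510 at 10 µM for full effect; many of its hits are not listed in these tables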
Pemphigus Ab inh: human desmoglein-3 autoantibody binding inhibition; P32926; DSG3-coupled beads, scFv-anti-DSG3-GFP binding, flow cytometry; hits give low values; binding (percent of control), % at 10 µM; 310,000 tested, 0.48% active;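 active means binding more than 3 SD below its plate's average and above zero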;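 further: hits lower antibody fragment binding to DSG3; some compounds called inactive have numbers as strong as hits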
Target sequence (P32926 whole entry, looked up, the tested form may be a part): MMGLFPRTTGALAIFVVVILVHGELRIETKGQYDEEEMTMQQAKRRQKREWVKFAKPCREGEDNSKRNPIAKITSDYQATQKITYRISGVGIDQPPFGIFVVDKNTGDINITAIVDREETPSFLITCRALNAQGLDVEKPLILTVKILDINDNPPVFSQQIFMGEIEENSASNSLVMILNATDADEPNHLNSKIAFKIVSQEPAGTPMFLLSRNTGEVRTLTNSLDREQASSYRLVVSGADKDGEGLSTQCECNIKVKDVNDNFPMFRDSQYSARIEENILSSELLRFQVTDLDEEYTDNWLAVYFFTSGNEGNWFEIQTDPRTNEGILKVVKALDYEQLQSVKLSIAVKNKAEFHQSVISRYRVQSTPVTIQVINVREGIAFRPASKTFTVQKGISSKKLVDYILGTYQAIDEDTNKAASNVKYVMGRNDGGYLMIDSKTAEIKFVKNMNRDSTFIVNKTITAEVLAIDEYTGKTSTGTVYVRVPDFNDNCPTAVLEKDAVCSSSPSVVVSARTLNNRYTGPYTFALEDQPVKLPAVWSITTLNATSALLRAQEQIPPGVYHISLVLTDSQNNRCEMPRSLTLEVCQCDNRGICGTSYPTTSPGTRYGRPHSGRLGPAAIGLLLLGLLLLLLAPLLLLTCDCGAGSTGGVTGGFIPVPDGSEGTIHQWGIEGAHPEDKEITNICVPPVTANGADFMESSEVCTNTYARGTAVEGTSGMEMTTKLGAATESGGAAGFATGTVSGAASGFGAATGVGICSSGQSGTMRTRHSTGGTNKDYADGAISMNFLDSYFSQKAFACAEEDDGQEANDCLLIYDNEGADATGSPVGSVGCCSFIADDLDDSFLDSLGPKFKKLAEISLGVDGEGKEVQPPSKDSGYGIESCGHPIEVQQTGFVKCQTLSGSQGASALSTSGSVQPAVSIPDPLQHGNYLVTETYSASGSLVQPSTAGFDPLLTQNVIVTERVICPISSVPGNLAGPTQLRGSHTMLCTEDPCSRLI
PKA-R2B act: activators of human PKA-R2B complex; P22694+P31323; PKA-R2B holoenzyme dissociation, Cy5-IP20 fluorescence polarization; R2B truncated from residue 108, S112A mutant; 0% DMSO only, 100% 113 µM cGMP; activation, % at 11.4 µM; 340,000 tested, 0.079% active; AID 504700;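 active means activation above a cutoff set at the mean over all compounds plus 3 SD, cut at about 18% in these data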;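 further: higher means more holoenzyme dissociation and a rise in polarization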
PKA-R1A act: activates the PKA-R1A holoenzyme complex. PKA-R1A dissociation, Cy5-IP20 fluorescence polarization; scaled: DMSO 0%, 113 µM cGMP 100%. P00514+P68181. activation, % at 11.4 µM. 340,000 tested, 0.083% active;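 active means percent activation above the mean of all tested compounds plus 3 SD, cut at about 19% in these data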;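 further: higher means more PKAc released from R1A so a rise in polarization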
MITF TRPM1 HTS: increases MITF-driven TRPM1 promoter luciferase signal; SK-MEL-5 TRPM1-promoter luciferase, 24 h; % of positive control, neutral wells = 0; activation, % at 12.5 µM; 300,000 tested, 0.75% active; AID 588334;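 active means mean activation of at least 80% with every replicate also reaching 80%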;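 further: 0% = neutral control wells and 100% = parthenolide positive control wells; values of inactives mirror those of a sister screen read the other way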
SUMO Mot1 rescue: inhibitors of SUMOylation pathway: yeast Mot1-301 growth rescue; S. cerevisiae Mot1-301 growth rescue, ATP luminescence, 38.5C; percent above DMSO median, 100 means doubled; growth rescue, % at 18.8 µM; 320,000 tested, 1% active; AID 2716;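 active means every valid replicate shows activation above 250% relative to neutral control wells; inactive means the rest, any valid replicate at or below 250%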;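 further: OY570 slx delta 5 strain wells were the positive control but not used for scaling; some compounds called inactive have numbers as strong as hits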
An asterisk follows results filed as active; nt = no result given; & = joins results of further samples.

The first 2 entries, to show the layout:
SR-BI DiI-HDL act,Arr AP2 block,SR-BI DiI inh,NSD2 HMT inh,dFosB activator,CDK5 p35 inh,Pemphigus Ab inh,PKA-R2B act,PKA-R1A act,MITF TRPM1 HTS,SUMO Mot1 rescue,canonical_smiles
5,-9,-5,-1,-9,-1.5,106,-2,13,-8,-13,COc1cc(/C=C2\SC(c3ccc(C)cc3)=NC2=O)cc(OC)c1OC
15&-5,-1&20,-15&5,nt,-5&-6,0.4&1.4,96&98,1&15,-2&-1,5&7,1&5,CN1CCC[C@H]1c1cccnc1

All compounds of this part, from the first entry:
SR-BI DiI-HDL act,Arr AP2 block,SR-BI DiI inh,NSD2 HMT inh,dFosB activator,CDK5 p35 inh,Pemphigus Ab inh,PKA-R2B act,PKA-R1A act,MITF TRPM1 HTS,SUMO Mot1 rescue,canonical_smiles
5,-9,-5,-1,-9,-1.5,106,-2,13,-8,-13,COc1cc(/C=C2\SC(c3ccc(C)cc3)=NC2=O)cc(OC)c1OC
15&-5,-1&20,-15&5,nt,-5&-6,0.4&1.4,96&98,1&15,-2&-1,5&7,1&5,CN1CCC[C@H]1c1cccnc1
25,3,-25,-6,-2,0.0,nt,-4,-13,-2,-16,O=S(=O)(c1ccc(Cl)nc1)N1CCCc2ccccc21
42,-6,-42,64*,-1,0.8,103,3,-3,68,3,Cc1ccc(N2CS(=O)(=O)/C(=C/N(C)C)C2=O)cc1
-10,1,10,2,-9,-0.2,101,1,-4,-11,7,CC(C)C(NC(=O)Cc1ccccc1)C(=O)N1CCN(c2cccc(Cl)c2)CC1 (stereo not drawn)
-1,-1,1,-1,0,2.0,96,-5,4,5,nt,CCC(C)(C(=O)NC1CCCC1)N(Cc1cccs1)C(C)=O (stereo not drawn)
13,nt,-13,43,1,-1.1,104,-1,0,-17,-13,O=S(=O)(c1ccccc1)C(/C=N\O)/C=C/c1ccccc1 (stereo not drawn)
nt,-9,-19,0,-9,-0.5,107,5,-6,0,3,O=C1C(=O)N(CCCN2CCOCC2)C(c2ccc(Cl)cc2)/C1=C(\O)c1ccc2c(c1)OCCO2 (stereo not drawn)
28,-10,-28,2,-4,nt,98,-2,-2,-5,1,O=C(N=C1SC2CS(=O)(=O)CC2N1c1ccc(F)cc1)C1CCCCC1 (stereo not drawn)
nt,0,nt,0,-10,-0.7,nt,-3,-9,nt,-11,CCOc1cc(S(=O)(=O)n2nc(C)cc2C)ccc1F
-2,21,2,-6,-15,-1.7,112,-12,-1,5,155,O=C(CS(=O)(=O)c1cn(CC(=O)N2CCOCC2)c2ccccc12)Nc1ccccc1F
2,19,-2,2,-12,0.7,101,-3,-2,-4,17,CCN(C(=O)CN1C(=O)S/C(=C\c2ccc(Cl)cc2)C1=O)C1CCS(=O)(=O)C1 (stereo not drawn)
-8,6,8,-1,-1,2.0,120,5,-19,-3,-14,COc1ccc(-n2ncc3c2CC(C)(C)CC3NC(=O)CCc2c(C)noc2C)cc1 (stereo not drawn)
10,33,-10,-1,-6,1.2,nt,1,-9,0,-6,CC(=O)Cn1c(CN2CCN(C(=O)c3ccco3)CC2)nc2c1c(=O)n(C)c(=O)n2C
9,16,-9,-4,14,2.6,nt,-13,-12,22,31,O=C(CSC1CCCCC1)Nc1ccccc1Br
27,-1,-27,-7,-2,-3.4,127,3,-17,5,-14,CN1CCN(S(=O)(=O)c2ccc3[nH]cc(C(=O)O)c(=O)c3c2)CC1
25,0,-25,-1,-8,1.4,84,-1,-3,11,-16,COc1ccc(-c2n[nH]c(=S)n2-c2ccc3c(c2)OCCO3)cc1
6,39,-6,0,-2,0.4,99,-2,-7,3,18,CCc1ccc(OCC(=O)N2CCN(c3ccccc3F)CC2)cc1
13,0,-13,nt,-5,3.4,nt,-9,-4,-8,214,CCOc1ccc(S(=O)(=O)Nc2ccc(C(=O)N3CCCC3)cc2)cc1C(N)=O
-1,-9,1,nt,-7,2.7,109,-5,-7,8,0,COc1ccc(Cl)cc1NS(=O)(=O)c1cccc(C(=O)NCC(c2ccco2)N2CCCC2)c1 (stereo not drawn)
-1,-7,1,-3,0,0.0,nt,2,-1,-4,2,O=C(CCCC1=NS(=O)(=O)c2ccccc2N1)NCCc1ccc(Cl)cc1
nt,-10,nt,-2,-2,-1.0,114,-5,6,5,141,O=C(COC(=O)C12CC3CC(CC(C3)C1)C2)NC12CC3CC(CC(C3)C1)C2
-1,6,1,-2,-4,1.3,118,-4,-7,nt,-11,CN(C)/C=C(\C#N)C(=O)Nc1ccc(F)c(Cl)c1
-1,36,1,-4,6,-0.7,97,-1,1,2,-16,COc1ccc(C(=O)OCC(=O)N(C)C2CCS(=O)(=O)C2)cc1S(=O)(=O)N(C)Cc1ccccc1 (stereo not drawn)
nt,0,nt,-4,-3,0.7,100,6,-4,-10,-15,Cc1cccc(Sc2c(C=O)c3ccccc3n2C)c1
-1,8,1,3,-12,1.4,104,1,-1,4,33,O=C(Nc1ccccc1C(=O)O)/C(=C/c1ccc([N+](=O)[O-])cc1)NC(=O)c1ccc(Br)o1
3,6,-3,-1,-3,-0.2,81,6,-8,5,1,COc1cccc(CN(CC2CCCO2)S(=O)(=O)c2ccc(-n3cnnn3)c(OC)c2)c1 (stereo not drawn)
2,-10,-2,3,-6,0.8,98,-8,1,-3,-26,CN1CCN(S(=O)(=O)c2cccc(C(=O)Nc3ccccc3N3CCCCC3)c2)CC1
-22,26,22,0,-13,-0.4,97,-20,4,-1,-11,COc1ccc2cc(CN(Cc3ccco3)C(=S)NCC3CCCO3)c(=O)[nH]c2c1 (stereo not drawn)
31,47,-31,-1,0,9.2,98,-4,-2,-16,82,COc1ccc(N(C)S(=O)(=O)c2cccc3cccnc23)c(OC)c1

Whole records, looked up by structure. Order of screens: SR-BI DiI-HDL act | Arr AP2 block | SR-BI DiI inh | NSD2 HMT inh | dFosB activator | CDK5 p35 inh | Pemphigus Ab inh | PKA-R2B act | PKA-R1A act | MITF TRPM1 HTS | SUMO Mot1 rescue
Results for COc1ccc(N(C)S(=O)(=O)c2cccc3cccnc23)c(OC)c1 = 31 | 47 | -31 | -1 | 0 | 9.2 | 98 | -4 | -2 | -16 | 82
Results for CCOc1ccc(S(=O)(=O)Nc2ccc(C(=O)N3CCCC3)cc2)cc1C(N)=O = 13 | 0 | -13 | nt | -5 | 3.4 | nt | -9 | -4 | -8 | 214
Results for Cc1cccc(Sc2c(C=O)c3ccccc3n2C)c1 = nt | 0 | nt | -4 | -3 | 0.7 | 100 | 6 | -4 | -10 | -15
Results for CCN(C(=O)CN1C(=O)S/C(=C\c2ccc(Cl)cc2)C1=O)C1CCS(=O)(=O)C1 (stereo not drawn) = 2 | 19 | -2 | 2 | -12 | 0.7 | 101 | -3 | -2 | -4 | 17
Results for Cc1ccc(N2CS(=O)(=O)/C(=C/N(C)C)C2=O)cc1 = 42 | -6 | -42 | 64* | -1 | 0.8 | 103 | 3 | -3 | 68 | 3

The list continues:
SR-BI DiI-HDL act,Arr AP2 block,SR-BI DiI inh,NSD2 HMT inh,dFosB activator,CDK5 p35 inh,Pemphigus Ab inh,PKA-R2B act,PKA-R1A act,MITF TRPM1 HTS,SUMO Mot1 rescue,canonical_smiles
5,-14,-5,-3,-23,0.6,91,-4,2,15,12,Cc1c(OCC(=O)NCCCn2ccnc2)ccc2c3c(c(=O)oc12)CCC3
-4,-6,4,-1,1,0.2,111,4,-5,32,-10,COc1ccc(N=CC2=C(O)CC(C)(C)CC2=O)cc1
-17,26,17,-1,8,0.7,73,6,1,nt,-13,O=C(c1ccc(F)cc1)C1CCN(C(=O)NC2CCCCC2)CC1
-12,-16,12,4,0,-0.6,101,0,6,-13,17,CCOCCCNC(=S)N(Cc1ccco1)Cc1cc2cc3c(cc2[nH]c1=O)OCCO3
14,3,-14,nt,3,-0.7,98,-4,-3,-8,-4,COc1ccc(C)cc1Nc1n[n+](C)c(-c2ccc(O)cc2O)s1
-12,2,12,-3,-4,-0.6,110,-1,-6,nt,3,O=C1C2CCCN2C(=O)N1CCCCN1CCN(c2cccc(C(F)(F)F)c2)CC1 (stereo not drawn)
-13,-4,13,5,9,-0.1,102,-7,-2,-3,12,CCc1ccc(NC(=O)CSc2nnc(CNC(=O)c3ccc(OC)cc3)o2)cc1
17,5,-17,-2,-9,-0.6,104,-11,0,0,-1,O=C(CC1SC(N2CCCC2)=NC1=O)Nc1ccc(C(=O)N2CCCC(C(F)(F)F)C2)cc1 (stereo not drawn)
7,-27,-7,1,-5,1.8,99,12,-12,-2,9,CC(NC(=O)/C=C/c1ccccc1[N+](=O)[O-])C1CC2CCC1C2 (stereo not drawn)
18,-4,-18,nt,-5,0.7,105,0,-1,1,-8,CCOC(=O)c1nnn(-c2nonc2N)c1-c1ccc(OC)cc1
nt,-4,nt,-1,24*,0.8,nt,-4,-7,-13,-26,COc1ccc(-n2nc(C(=O)NCC(=O)Nc3cc(OC)c(OC)c(OC)c3)c3ccccc3c2=O)cc1OC
-12,4,12,0,-5,-0.3,105,-4,5,-8,17,CC1CCN(S(=O)(=O)c2cccc(-c3cn4cc(Cl)ccc4n3)c2)CC1
13,20,-13,-2,0,-0.6,101,-1,-6,5,0,COC(=O)c1cc(OC)c(OC)cc1NC(=O)Cc1cccs1
-9,-2,9,2,-4,1.7,99,-23,-7,-4,-15,COc1ccc(/C=N/N(c2ccccc2)c2ccccc2)cc1O
-1,-8,1,1,4,2.6,101,3,-4,-4,-4,Cn1c(Cc2cccs2)nnc1SC/C=C/c1ccccc1
-36,-6,36,-5,-5,-2.8,98,1,-4,-8,17,COc1ccc(C(=O)Nc2ccc(S(=O)(=O)N3CCCCC3)cc2)cc1
-12,8,12,-3,0,-0.3,96,-14,-2,10,9,COc1ccc(C2NC(=O)C(=O)/C2=C(\O)c2ccc(Cl)cc2)cc1OC (stereo not drawn)
-1,8,1,25,-10,0.2,101,-1,-11,1,-5,CCc1ccc(N2CC(C(=O)OCc3nc4ccsc4c(=O)[nH]3)CC2=O)cc1 (stereo not drawn)
27,-6,-27,-1,7,-1.2,103,-14,-17,-7,-3,Cc1ccc(C(=O)Oc2cccc(NC(=O)c3ccccc3)c2)cc1C

Source: PubChem (several laboratories)
